CHOP UPR activ: activators of apoptotic CHOP UPR arm, primary screen, cell-based, CHO-CHOP luciferase reporter, luminescence, uHTS; AID 449763, 2010; activation, % at 10 µM; 0.34% of 330,000 active; UPR activation; percent of tunicamycin response over DMSO baseline;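 active = at 10 µM dose, activation of 40% or more, normalized to positive control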;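 also: 100% = tunicamycin at 10 µg/mL and 0% = DMSO alone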
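Evaluation: % reporter activation, DMSO baseline versus tunicamycin full activation; System: CHO-CHOP luciferase reporter cell line; Input: 500 cells/well; Incubation: 6 h compound treatment, 37 °C; Measured by: Steady-Glo luciferase luminescence; Dosing: one dose, 10 µM in 0.5% DMSO; Buffer or medium: F12 medium, 10% FBS; Benchmarks: positive tunicamycin 10 µg/mL, negative DMSO alone.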
APJ agonist: agonists of human apelin receptor APJ, primary screen, CHO-K1 cells, PathHunter beta-arrestin, luminescence; 0% DMSO wells, 100% apelin; activation, % at 20 µM; 0.11% of 330,000 active;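 active = activation more than six SD over the plate average, tested at 20 µM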;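 also: 0% = DMSO alone and 100% = apelin-13 at 10 nM; some results filed as inactive read as strong as hits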
Target sequence (P35414 whole entry, looked up): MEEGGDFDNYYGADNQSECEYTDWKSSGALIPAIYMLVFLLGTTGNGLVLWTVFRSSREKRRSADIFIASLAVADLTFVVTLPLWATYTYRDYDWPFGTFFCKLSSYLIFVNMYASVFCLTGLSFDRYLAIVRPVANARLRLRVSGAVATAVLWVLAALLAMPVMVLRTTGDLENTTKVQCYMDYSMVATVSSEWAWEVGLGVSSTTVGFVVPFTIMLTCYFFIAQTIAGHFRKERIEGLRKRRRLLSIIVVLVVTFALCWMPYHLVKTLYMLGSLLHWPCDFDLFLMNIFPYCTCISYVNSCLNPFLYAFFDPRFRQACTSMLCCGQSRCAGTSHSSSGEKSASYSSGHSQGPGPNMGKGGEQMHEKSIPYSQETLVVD
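system = engineered CHO-K1 APJ arrestin reporter cells | input = 1000 cells per well | timing = overnight seeding, 90 min compound at 25 °C, 1 h detection | measured by = enzyme-fragment complementation luminescence | read-out = beta-arrestin recruitment to APJ as agonist activity, luminescent signal | control set = negative DMSO alone, positive Apelin-13 at 10 nM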
Mdm2-MdmX inh: inhibitors of human Mdm2-MdmX association, primary screen, cell-based, luminescence, split luciferase, SaOS-2, uHTS. Protein Mdm4 (Homo sapiens) + E3 ubiquitin-protein ligase Mdm2 (Homo sapiens), …. SaOS-2 split-luciferase Mdm2/MdmX complementation. inhibition, % at 8 µM. 3% of 330,000 active;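 active = inhibition of at least 50% at 8 µM in the primary screen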
UPR XBP1 act: activators of adaptive XBP1 UPR arm, primary screen, cell-based, CHO-XBP1 luciferase reporter, luminescence, uHTS; IRE1-XBP1 UPR activation; percent of tunicamycin response, DMSO as zero; activation, % at 20 µM; 0.33% of 330,000 active; AID 463104, 2010;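 active = versus positive control, 20 µM dose yields 30% or more activation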;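 also: 100% = tunicamycin at 10 µg/mL and 0% = DMSO only wells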
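Material: CHO cell line with stable XBP1 luciferase reporter; schedule: 16-18 h cell attachment at 37 °C, then 6 h compound exposure; signal: glow luminescence from Steady-Glo reagent; medium: serum-containing F12 medium, 10% FBS; benchmarks: tunicamycin 10 µg/mL and vehicle-only wells; read-out: percent activation relative to tunicamycin reference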
CXCR6 block: CXCR6 receptor inhibitors, primary screen, cell-based, beta-arrestin, luminescence, CHO-K1 PathHunter, 1536-well. 0.36% of 360,000 active. C-X-C chemokine receptor type 6 (Homo sapiens), O00574. AID 602244, 2012. inhibition, % at 20 µM; in the data active = inhibition above about 34%, passing the limit was not always enough;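 also: antagonist mode with CXCL16 agonist at 10 nM final; 0% = 10 nM CXCL16 with DMSO and 100% = unstimulated wells without agonist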
Target sequence (O00574 whole entry, looked up): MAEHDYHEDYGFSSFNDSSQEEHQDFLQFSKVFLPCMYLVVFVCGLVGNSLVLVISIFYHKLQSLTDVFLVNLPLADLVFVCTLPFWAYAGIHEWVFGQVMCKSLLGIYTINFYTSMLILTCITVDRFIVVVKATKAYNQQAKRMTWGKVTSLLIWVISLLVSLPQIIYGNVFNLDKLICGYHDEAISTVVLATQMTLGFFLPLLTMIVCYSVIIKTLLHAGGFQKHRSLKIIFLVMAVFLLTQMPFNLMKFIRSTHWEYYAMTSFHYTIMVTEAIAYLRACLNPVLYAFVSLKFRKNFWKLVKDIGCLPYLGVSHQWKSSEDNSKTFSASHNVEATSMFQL
tim23-1 inh: growth inhibitors of tim23-1 mutant yeast, primary screen, luminescence, uHTS; S. cerevisiae tim23-1 growth, BacTiter-Glo luminescence, 24 h; inhibition, % at 20 µM; 1.3% of 330,000 active;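 active = growth inhibition of the mutant yeast at or above 50%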;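 also: temperature-sensitive mutant grown at 25 °C; plate controls were DMSO-treated mutant yeast for no effect and medium wells lacking yeast for full effect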
CCR6 antagonist: CCR6 receptor antagonists, primary screen, cell-based, CHO-K1, luminescence, beta-arrestin, uHTS; C-C chemokine receptor type 6 (Homo sapiens), P51684; CHO-K1 CCR6 PathHunter beta-arrestin, CCL20-stimulated; inhibition, % at 20 µM; 0.49% of 340,000 active; AID 493098, 2011;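 active = compounds whose inhibition of the agonist-driven luminescence signal at 20 µM reaches about 50%, limit read from the data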;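 also: cells stimulated with CCL20 at 14 nM final; plate controls were DMSO with CCL20 for no effect and DMSO without agonist for full effect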
Target sequence (P51684 whole entry, looked up): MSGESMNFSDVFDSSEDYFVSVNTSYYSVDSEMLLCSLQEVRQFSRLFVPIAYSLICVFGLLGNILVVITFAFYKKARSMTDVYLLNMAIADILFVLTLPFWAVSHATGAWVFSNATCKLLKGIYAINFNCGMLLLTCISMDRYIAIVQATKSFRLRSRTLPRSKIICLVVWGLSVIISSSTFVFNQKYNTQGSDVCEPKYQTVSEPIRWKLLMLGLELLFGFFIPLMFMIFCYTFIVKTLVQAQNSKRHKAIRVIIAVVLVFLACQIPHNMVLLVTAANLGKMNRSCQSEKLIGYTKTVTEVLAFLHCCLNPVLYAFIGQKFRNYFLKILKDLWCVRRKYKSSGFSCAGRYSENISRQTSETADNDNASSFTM
EBI2 block: EBI2 receptor antagonists, beta-arrestin recruitment, primary screen, cell-based, luminescence, 7a,25-OHC stimulation, uHTS; G-protein coupled receptor 183 (Homo sapiens), P32249; 7a,25-OHC stimulated; inhibition, % at 5 µM; 0.81% of 360,000 active; AID 651636, 2012; in the data active = inhibition above about 38%;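 also: enzyme fragment complementation signal reports receptor beta-arrestin coupling in cells; 0% = agonist plus DMSO wells and 100% = wells without agonist; some results beyond the cut were filed as inactive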
APJ antag: antagonists of human apelin receptor APJ, primary screen, CHO-K1 cells, beta-arrestin complementation, luminescence | P35414 | inhibition, % at 20 µM | 0.32% of 330,000 active;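 active = inhibition above about 40% at 20 µM, limit read from the data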;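 also: cells challenged with 10 nM apelin-13 agonist together with compound; plate controls were apelin-13 plus DMSO wells for no effect and DMSO wells lacking apelin-13 for full effect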
An asterisk follows results filed as active; . = not tested or not shown. Some of the compounds tested. The share of hits here may be higher or lower than overall.

SMILES	CHOP UPR activ	APJ agonist	Mdm2-MdmX inh	UPR XBP1 act	CXCR6 block	tim23-1 inh	CCR6 antagonist	EBI2 block	APJ antag
O=C(/C=C/c1ccc(F)cc1)N1CCN(c2ccccn2)CC1	0.3	-4	12	1	-9	10	12	91*	4
O=C1CN(C(=O)CSc2nc3ccccc3c(=O)n2CCCN2CCOCC2)c2ccccc2N1	0.2	1	-25	1	5	7	5	-2	23
COc1ccc(CNC(=O)COC(=O)CCn2c(C)csc2=O)cc1OC	0.1	8	-24	-3	0	15	2	-2	21
CCN1CCN(C(=O)c2cc(S(=O)(=O)N3CCCCC3)ccc2Cl)CC1	0.3	7	18	-6	3	-7	7	-1	5
N#C/C(=C(/O)c1ccc([N+](=O)[O-])o1)c1nc2ccccc2[nH]1	34	2	39	2	28	-3	40	-6	-2
O=C(CCC(=O)NNC(=S)Nc1ccccc1)NCc1ccccc1	-2.9	-7	-1	-2	-12	-2	-18	-24	-4
COCCOC(=O)C1=C(N)OC2=C(C(=O)CC(C)(C)C2)C1c1ccncc1 (configuration not stated)	0.8	0	9	-3	5	6	-1	-1	-8
O=C(O)CSc1nnc(-c2ccccc2Br)n1-c1cccc(C(F)(F)F)c1	0.5	-3	7	1	-12	6	-18	1	-13
O=C(Nc1ccc(N2CCN(Cc3ccccc3)CC2)cc1)c1cccnc1	-3.7	-3	-12	-4	-24	15	-12	2	-4
COc1ccccc1NC(=O)CSc1nnc(Cn2nnc(-c3ccccc3)n2)n1-c1ccccc1	3.9	-3	2	1	4	-6	12	-1	-1
CCC(=O)C1CCCN(C(=O)c2ccc3nc(-c4cccc(OC)c4)oc3c2)C1 (configuration not stated)	4.6	3	7	-2	-8	24	15	6	-6
Cc1ccc(CNC(=O)CCCc2ccccc2)cc1	0.2	-3	0	-2	0	10	5	5	5
O=C(c1ccc(-c2ccc([N+](=O)[O-])cc2)o1)N1CCN(S(=O)(=O)c2cccs2)CC1	1.0	1	8	-4	-11	36	-7	-1	-91
Cc1oc(C(C)(C)C)cc1C(=O)Nc1cccc(/C=C\C(=O)O)c1	0.9	-3	0	0	-7	9	0	8	14
Cc1nc2c(sc(=S)n2Cc2ccco2)c(=O)n1CC(=O)Nc1ccccc1F	3.0	-2	26	2	3	9	15	12	2
Cc1csc(=O)n1CCC(=O)OCC(=O)c1c(N)n(CC(C)C)c(=O)n(C)c1=O	2.8	3	31	-2	-18	1	1	0	10
CC1=Nc2ccccc2/C1=C/c1sc(=N)n(-c2nccs2)c1O	18	-11	99*	11	18	25	49	9	46*
Cc1ccccc1NC(=O)c1ccccc1NC(=O)CCC(=O)O	-0.4	-2	15	3	-4	-1	4	-8	16
O=C(CSc1ccc2ccccc2n1)Nc1ccc(N2CCOCC2)cc1	0.6	-3	-18	3	-14	-2	17	-14	3
Cc1ccc(C)c(S(=O)(=O)N2CCCCC2CCNC(=O)C(=O)NC2CCCC2)c1 (configuration not stated)	1.9	2	6	-4	8	34	18	3	2
COc1ccc(C(=O)N2CCn3c2nc2ccccc23)cc1	6.0	-2	-26	1	14	2	7	2	-7
COc1cccc(-c2nnc(N)o2)c1	2.7	-5	16	7	3	16	-1	-1	-2
O=C(Nc1ccc(OC(F)(F)F)cc1)c1n[nH]c(Cn2cncn2)n1	-0.5	0	4	-2	-7	1	9	-6	15
CC(C)[C@H](NC(=O)c1c(F)cccc1F)C(=O)N1CCN(c2ccc(F)cc2)CC1	3.9	-2	-23	0	-2	25	4	0	-11
CCN1CCN(C(=O)c2cc3sccc3n2CC(=O)c2ccccc2)CC1	-1.9	-2	-13	-1	3	11	-16	2	25
Clc1ccc(-n2ncc3c(NCCN4CCOCC4)ncnc32)cc1	-4.9	3	21	-5	9	18	-2	-3	-17
CN(C(=O)CCNC(=O)Cn1cnc2ccccc2c1=O)c1ccc(Br)cc1	2.4	-1	4	0	0	4	0	-1	13
COC(=O)c1ccccc1NC(=O)Nc1ccc(C)cn1	-1.4	-3	7	-3	1	10	-4	-4	-4
c1csc(-c2ccn[nH]2)c1	1.1	-4	12	0	-2	10	-4	-1	21
COc1cccc(-c2cc(C(F)(F)F)nc(-n3cncn3)n2)c1	-1.2	-5	-11	-1	2	26	2	-3	11
O=C(COC(=O)/C=C/c1ccc(F)cc1)Nc1ccc(Cl)cn1	0.5	-2	-1	-2	-1	-3	9	-7	-2
O=C(/C=C/c1ccccc1)N1CCN(Cc2nc3ccccc3c(=O)[nH]2)CC1	-1.1	-3	3	0	-1	4	-1	72*	-19
Cc1ccc2c(c1)N(CC(=O)O)C(=O)CO2	-1.3	3	-23	-2	0	4	8	-6	6
Cc1ccc(-c2csc3nc[nH]c(=S)c23)cc1C	2.6	2	49	1	20	46	28	-2	18
CC(=O)c1ccc(N(C(=O)Cn2nnc3ccccc32)C(C(=O)NCc2ccccc2)c2ccccn2)cc1 (configuration not stated)	4.2	1	-23	2	2	19	20	-6	0
CC(C)C[C@H](NC(=O)N1CCn2c1nc1ccccc12)C(=O)N1CCCCC1	0.6	-4	20	-3	3	20	17	-9	20
C=CCNc1sc(C(=O)c2ccc(C)cc2)c(N)c1C#N	1.3	0	22	6	55*	23	0	4	15
O=C1NC(c2ccccc2)Oc2ccccc21 (configuration not stated)	0.2	-5	13	-7	0	23	4	-6	7
O=C(CCc1nnc(CCc2ccccc2)o1)N1CCCC1c1nccs1 (configuration not stated)	2.9	-1	-16	-1	3	15	8	-3	0
CC(=O)c1cc2ccc(O)cc2oc1=O	0.4	4	-4	-2	-13	6	-23	7	-30
CC(Cn1cncn1)C(=O)N1CCN(S(=O)(=O)c2ccccc2)CC1 (configuration not stated)	2.0	1	12	4	3	13	-5	-12	-11
Cc1ccc(C2=NC(C)(C)N=C2SCC(=O)Nc2ccc(Cl)cc2)cc1	1.3	0	37	1	7	20	3	27	-18
CCc1ccc(CN2CCCC(CNS(=O)(=O)c3ccc(OC)cc3)C2)cc1 (configuration not stated)	-2.1	0	39	-2	4	16	34	4	-7
CCC(C(=O)OCC(=O)NC(=O)NC(C)(C)C)c1ccccc1 (configuration not stated)	-1.0	-3	16	-2	-8	17	31	4	11
Cc1noc(C)c1C(=O)Nc1nc(-c2cc(F)ccc2F)cs1	5.5	1	-20	-1	-18	15	1	11	4
C=CCN(C(=O)c1csnn1)C(C(=O)NC(C)(C)C)c1ccncc1 (configuration not stated)	-0.3	-1	-3	3	7	9	-1	-4	21
O=C(/C=C/c1c(Cl)nc2ccccn12)N1CCN(c2ccc(F)cc2)CC1	-2.4	-8	-9	1	1	41	21	18	4
C/C(=N/NC(=O)c1ccc2c(c1)OCO2)c1ccc(NC(=O)c2ccc(F)cc2)cc1	1.5	3	33	1	0	-11	8	-12	1
COC(=O)C(c1ccccc1)N(Cc1cccc(CN(C(C(=O)OC)c2ccccc2)S(C)(=O)=O)c1)S(C)(=O)=O (configuration not stated)	-0.6	5	-23	1	2	23	9	6	-29
COc1ccc(CCN2C(=O)C(O)=C(C(C)=O)C2c2ccccc2OC)cc1OC (configuration not stated)	-1.6	-3	8	-2	-3	-13	0	1	-12
O=C(c1cc2cc(Br)cc(Br)c2oc1=O)N1CCCC1	-1.4	-1	7	0	-13	18	-3	-7	0
Cc1c(C(=O)NCCC2=CCCCC2)oc2ccc(S(=O)(=O)N3CCOCC3)cc12	3.6	33	54*	0	6	26	-6	-10	-15
CCOC(=O)c1c(C)[nH]c(C(=O)CSc2ccccc2)c1C	-0.7	1	-154	-10	-3	11	-10	2	-5
O=C(CNS(=O)(=O)c1c(F)cc(F)cc1Br)OCC(=O)N1CCCC1=O	0.9	8	11	-2	-2	5	9	4	13
O=C1N/C(=C\c2nc3ccccc3s2)c2ccccc21	-3.7	-1	11	-9	.	-4	.	.	17
COc1ccc(/C=C/C(=O)O)cc1S(=O)(=O)N1CCC(C)CC1	0.2	-3	10	-1	-1	24	13	3	-4
COc1ccc(-c2nc(-c3ccccc3)c(-c3cccs3)[nH]2)cc1OC	-0.2	-1	29	-1	10	55*	7	19	19
Cc1ccsc1C(=O)Nc1nnc(-c2ccco2)o1	0.6	0	-8	2	4	4	9	-18	20
O=C1C(c2ccnc3ccccc23)=C(O)c2ccccc21	-7.5	-3	52*	-12	-2	23	0	5	17
O=C(Oc1cccc2c(=O)[nH]ccc12)c1ccccc1	-0.2	-3	19	-2	-21	26	17	-11	-10
Next structures follow:
SMILES	CHOP UPR activ	APJ agonist	Mdm2-MdmX inh	UPR XBP1 act	CXCR6 block	tim23-1 inh	CCR6 antagonist	EBI2 block	APJ antag
Cc1ccc(C(=O)OCC(=O)NC2CCCC2)cc1	2.1	-2	12	-4	-6	4	5	-4	-2
Clc1ccc(C2C3=C(Nc4ncnn42)c2ccccc2CC3)cc1 (configuration not stated)	-0.7	1	12	2	.	17	.	.	7
Cc1ccc(-n2c(O)c(/C=N/NC(=O)C3COc4ccccc4O3)c3ccccc3c2=O)cc1 (configuration not stated)	0.1	1	60*	1	8	4	8	-1	-2
CC(=O)Nc1ccc(NC(=O)C2CCCN2/C=C/C(=O)C(F)(F)F)cc1 (configuration not stated)	-0.3	3	24	3	-10	-9	8	-7	11
CC1(c2cccc(Br)c2)NC(=O)N(CC(=O)N2CCc3ccccc32)C1=O (configuration not stated)	-1.4	4	-7	-1	-4	16	7	-8	8
C=CCN1C(=O)c2ccc(C(=O)OCC(=O)N(C)C3CCCCC3)cc2C1=O	-0.7	-2	10	-1	-1	10	10	-5	19
CCOC(=O)C1CCCN(S(=O)(=O)c2cc(Br)cc3c2N(C(C)=O)CC3)C1 (configuration not stated)	-0.8	0	18	-4	-2	14	14	-11	14

Profiles, quoted from the list.
Results for `Cc1ccc(-n2c(O)c(/C=N/NC(=O)C3COc4ccccc4O3)c3ccccc3c2=O)cc1` (configuration not stated) : CHOP UPR activ = 0.1; APJ agonist = 1; Mdm2-MdmX inh = 60*; UPR XBP1 act = 1; CXCR6 block = 8; tim23-1 inh = 4; CCR6 antagonist = 8; EBI2 block = -1; APJ antag = -2
Results for `CC(=O)Nc1ccc(NC(=O)C2CCCN2/C=C/C(=O)C(F)(F)F)cc1` (configuration not stated) : CHOP UPR activ = -0.3; APJ agonist = 3; Mdm2-MdmX inh = 24; UPR XBP1 act = 3; CXCR6 block = -10; tim23-1 inh = -9; CCR6 antagonist = 8; EBI2 block = -7; APJ antag = 11

From PubChem
